# S1P4 antagonist = S1P4 receptor antagonists, primary screen, cell-based; Sphingosine 1-phosphate receptor 4 (Homo sapiens), O95977; S1P4-expressing cells, antagonist mode, reporter read-out; inhibition, % at 4.98 µM; 220,000 tested, 0.26% active; in the data active means inhibition above about 29%;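 further: 0% = wells stimulated with agonist and 100% = vehicle wells without agonist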
# CHOP inh = inhibitors of CHOP promoter induction, primary screen, cell-based, unfolded protein response, luciferase reporter; 220,000 tested, 3.8% active; inhibition, % at 10 µM; AID 2732, 2010; CHO-K1 CHOP-promoter luciferase, tunicamycin-induced, 15-18 h;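 active means compounds that reduced the stress-induced luciferase reporter signal by more than about 70% of percent inhibition, limit read from the data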;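 further: 0% = tunicamycin plus vehicle and 100% = wells without tunicamycin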
# TRPML3 ag = human TRPML3 channel agonists, primary screen, cell-based, HEK293 TRPML3-YFP, Fluo-8 calcium fluorescence, 3 µM | 100% = the carbachol control signal | activation, % at 3 µM | 220,000 tested, 0.29% active;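 active means activation above its plate's cutoff, the mean activation of the plate's test wells plus 3 SD, cut at about 12% in these data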;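 further: 0% = DMSO only wells and 100% = carbachol wells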
#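 Test system: HEK293 cells stably carrying human TRPML3-YFP; Doses: single dose, 3 µM final nominal compound, 0.3% DMSO final; Schedule: dye loading 1 h 37 °C then 30 min ambient, 125 s read; Technique: Fluo-8 calcium fluorescence; Benchmarks: high control carbachol 87 µM, low control DMSO.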
# NPY-Y1 antag = NPY-Y1 receptor antagonists, primary screen, cell-based. HEK293-CNG Y1 cells, membrane potential fluorescence; NPY at EC95, then isoproterenol. Neuropeptide Y receptor type 1 (Homo sapiens), P25929. inhibition, % at 3.6 µM. 200,000 tested, 1% active;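 active means inhibition above the campaign mean inhibition of all tested compounds plus 3 SD, cut at about 20% in these data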;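 further: 0% = DMSO wells given NPY plus isoproterenol and 100% = isoproterenol alone without NPY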
#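 Test system: HEK293 cells co-expressing NPY Y1 receptor and cyclic-nucleotide gated channel; Also added: NPY (25 nM), isoproterenol (1 µM), Ro 20-1724 (25 µM); Compound dosing: one concentration, 3.6 µM, in 0.4% DMSO; Timing: dye 3 h, compound 60 min room temperature, stimulation 45 min; Technique: Membrane-potential fluorescent dye readout.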
# NPY1 pot ag = NPY-Y1 receptor potentiators or agonists, primary screen, cell-based; 220,000 tested, 0.37% active; AID 1304, 2008; activation, % at 3.6 µM; Neuropeptide Y receptor type 1 (Homo sapiens), P25929; NPY-Y1 expressing cells, potentiator/agonist activation; in the data active means activation above about 33%, passing the limit was not always enough;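 further: cells stimulated with NPY at EC10 then isoproterenol at EC100; 0% = low agonist plus stimulus and 100% = saturating agonist plus stimulus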
# TRPN1 ag = zebrafish TRPN1 channel agonists, primary screen, cell-based, HEK293, calcium fluorescence. transient receptor potential cation channel N1 (TRPN1/NompC), Danio rerio. HEK293 zebrafish TRPN1-YFP, Fluo-8 calcium fluorescence; 100% = response to 87 µM carbachol. activation, % at 3 µM. 220,000 tested, 0.18% active. AID 1424, 2008;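 active means activation above its plate's cutoff, the mean activation of test wells on that plate plus 3 SD, cut at about 19% in these data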;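 further: 0% = DMSO alone and 100% = 87 µM carbachol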
#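 Material – zebrafish TRPN1-YFP in HEK293 cells · Doses – 3 µM single point · Schedule – dye 1 h 37 °C plus 30 min RT · Signal – Fluo-8 calcium fluorescence, excitation 470-495 nm, emission 515-575 nm · Read-out – % activation versus carbachol response · Control set – carbachol high, DMSO low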
# NPY2 pot ag = NPY-Y2 potentiators or agonists, primary screen, cell-based. activation, % at 3.6 µM. AID 1359, 2008. cells expressing NPY-Y2, potentiator/agonist read-out. 220,000 tested, 0.45% active. Neuropeptide Y receptor type 2 (Homo sapiens), P49146; in the data active means activation above about 27%;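 further: cells stimulated with NPY near EC25 plus isoproterenol at EC100; 0% = vehicle plus submaximal agonist and 100% = vehicle plus saturating agonist; some results beyond the cut were filed as inactive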
# Target sequence (P49146 whole entry, looked up): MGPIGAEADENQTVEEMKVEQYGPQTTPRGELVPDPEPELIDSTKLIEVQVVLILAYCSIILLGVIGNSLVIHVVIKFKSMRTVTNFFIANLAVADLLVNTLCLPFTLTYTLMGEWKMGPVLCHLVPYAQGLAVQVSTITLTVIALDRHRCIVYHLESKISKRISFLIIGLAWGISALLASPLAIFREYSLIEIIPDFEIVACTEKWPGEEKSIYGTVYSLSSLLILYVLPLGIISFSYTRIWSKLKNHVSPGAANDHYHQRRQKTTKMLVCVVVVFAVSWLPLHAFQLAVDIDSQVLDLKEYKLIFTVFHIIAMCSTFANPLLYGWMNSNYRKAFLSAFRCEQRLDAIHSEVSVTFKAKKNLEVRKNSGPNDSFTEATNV
# S1P4 ag = S1P4 receptor agonists, primary screen, cell-based; activation, % at 4.98 µM; S1P4-expressing cell line, agonist reporter assay; 220,000 tested, 0.35% active; Sphingosine 1-phosphate receptor 4 (Homo sapiens), O95977; in the data active means activation above about 11%;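 further: 0% = DMSO vehicle and 100% = reference agonist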
# EP2 modulator = EP2 receptor modulators, cAMP readout, primary screen, cell-based, HTRF cAMP, PGE2 stimulation; Prostaglandin E2 receptor EP2 subtype (Homo sapiens), P43116; EP2-expressing cells, cAMP HTRF FRET, PGE2 co-stimulation; induction, % at 25 µM; 260,000 tested, 0.83% active; AID 940, 2007;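 active means compounds whose cAMP rise, as percent of the full-agonist control response, exceeds 60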;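 further: rat C6 glioma line stably carrying human EP2 under a CMV promoter; the protocol text gives 20 µM as final concentration; 100% = response of wells given 1 µM PGE2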
# Target sequence (P43116 whole entry, looked up): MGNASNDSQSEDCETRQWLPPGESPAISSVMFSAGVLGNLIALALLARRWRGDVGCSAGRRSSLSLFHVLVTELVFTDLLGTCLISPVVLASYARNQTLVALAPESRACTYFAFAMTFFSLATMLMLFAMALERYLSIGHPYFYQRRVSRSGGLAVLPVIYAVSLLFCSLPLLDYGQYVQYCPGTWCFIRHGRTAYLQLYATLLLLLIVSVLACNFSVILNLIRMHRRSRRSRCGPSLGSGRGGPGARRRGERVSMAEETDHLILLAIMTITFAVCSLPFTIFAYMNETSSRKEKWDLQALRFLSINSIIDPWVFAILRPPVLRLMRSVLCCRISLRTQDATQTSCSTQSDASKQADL
# Active calls of the source: *; x = not tested or not shown.
SMILES,S1P4 antagonist,CHOP inh,TRPML3 ag,NPY-Y1 antag,NPY1 pot ag,TRPN1 ag,NPY2 pot ag,S1P4 ag,EP2 modulator
C=C(C(=O)c1ccccc1)C(c1ccccc1)C(C)C(=O)c1ccccc1 (stereo not given),-8,6,0.4,4,4,0.9,6,-1.4,50
Cc1ccc(C(=O)NCc2ccc3c(c2)CCO3)cc1C,-13,-7,-0.4,x,1,-0.2,-6,-1.6,-32
CSc1nc2cc(C)nn2c(-c2ccccc2Cl)c1C#N,-1,-28,0.9,x,-29,0.2,-3,0.3,42
CCNC(=O)C1CC(=O)N(CCCc2ccccc2)C(=Nc2ccccc2)S1 (stereo not given),3,-1,0.5,x,19,0.5,-7,0.6,15
COC(=O)c1sccc1NC(=O)c1cc(-c2cccc(C)c2)nc2ccccc12,-4,28,-0.9,0,-6,2.2,-11,6.5,36
CN(CC(=O)Nc1ccccc1Cl)CC(=O)Nc1c(F)cccc1F,-28,27,0.8,2,-1,0.4,-12,2.0,8
O=C1c2ccccc2C(=O)N1OCc1ccccc1,-8,19,0.8,-2,-5,-0.2,13,0.9,2
Cc1cccc(-n2c(Cc3ccccc3)n[nH]c2=S)c1,-10,-10,-0.4,5,26,-0.6,14,-1.7,-5
Cc1cccc(NC(=O)c2cc3n(n2)C(C(F)(F)F)CC(c2ccc4c(c2)OCO4)N3)c1 (stereo not given),-8,71*,0.7,1,-4,0.4,-2,0.8,-36
Cc1c(Cl)c(=O)n2c(=O)c(Cl)c(C)n12,-2,32,0.3,-2,16,1.0,7,3.1,35
COc1cccc(-c2cc3c(=O)n(-c4ccccc4)c(=S)[nH]c3s2)c1,-13,-19,-1.2,0,-6,0.6,4,-2.8,52
CCC(C)C(NC(=O)C1CCC(C)CC1)C(=O)NCc1cccnc1 (stereo not given),0,25,-0.6,2,10,-2.0,14,-2.6,8
Nc1nonc1-c1noc(-c2ccccc2)n1,-8,-15,-0.1,0,2,-0.5,-22,-1.3,-31
COc1ccc(C2=CC(=O)OC(C)(c3ccccc3)O2)cc1 (stereo not given),-13,14,-0.4,8,-5,-1.6,5,0.2,-7
OCC1(Cc2ccc(Cl)cc2)CCN(Cc2ccc3nsnc3c2)CC1,-16,45,0.0,8,-17,2.9,-17,-0.1,-44
COCc1cc(C)nc(Nc2ccccc2C)c1C#N,-7,10,-1.4,3,-7,-2.0,-8,3.2,3
CCN(CC)C(=O)CNc1ccc(C(F)(F)F)cc1[N+](=O)[O-],-22,-30,0.4,-4,1,-1.0,10,1.5,-7
CC(c1ccc(F)cc1)n1c(-c2ccc3ccccc3n2)n[nH]c1=S (stereo not given),4,14,-0.7,1,2,-1.7,-12,-0.8,9
CCOC(=O)C1=C(CS(=O)(=O)c2ccc(C)c(C)c2)NC(=O)NC1c1ccc(O)cc1 (stereo not given),-6,-14,0.1,-2,6,0.3,-1,1.5,24
Cc1ccc(NC(=S)N(Cc2ccco2)C(C)c2cccs2)cc1 (stereo not given),8,16,0.8,8,0,0.6,-7,-1.3,44
Cc1nc2sccn2c(=O)c1CCN1CCC(=C(c2ccccc2)c2ccc(F)cc2)CC1,-21,9,-0.1,40*,-92,-2.5,-8,2.2,14
CN1c2ccccc2-c2nc3ccccc3n2C1c1ccccn1 (stereo not given),2,-29,-0.7,-1,-1,-0.9,5,3.1,13
CC(C)(C)c1ccc(/C=C/C(=O)Nc2ccncc2)cc1,-28,59,0.9,4,3,0.7,0,-1.6,-86
COc1ccc2c(c1)O[C@@H](c1ccc3c(c1)OCO3)[C@H](OC(=O)Nc1cc(OC)c(OC)c(OC)c1)C2=O,0,8,0.1,-2,-27,-0.4,-13,1.0,3
CN(C)CCCN(C(=O)c1cccs1)c1nc(-c2ccccc2)cs1,24,16,0.5,11,-16,0.6,-41,-2.2,0

# 5 neighbouring entries out of the list so far, quoted:
SMILES,S1P4 antagonist,CHOP inh,TRPML3 ag,NPY-Y1 antag,NPY1 pot ag,TRPN1 ag,NPY2 pot ag,S1P4 ag,EP2 modulator
C=C(C(=O)c1ccccc1)C(c1ccccc1)C(C)C(=O)c1ccccc1 (stereo not given),-8,6,0.4,4,4,0.9,6,-1.4,50
Cc1ccc(C(=O)NCc2ccc3c(c2)CCO3)cc1C,-13,-7,-0.4,x,1,-0.2,-6,-1.6,-32
CSc1nc2cc(C)nn2c(-c2ccccc2Cl)c1C#N,-1,-28,0.9,x,-29,0.2,-3,0.3,42
CCNC(=O)C1CC(=O)N(CCCc2ccccc2)C(=Nc2ccccc2)S1 (stereo not given),3,-1,0.5,x,19,0.5,-7,0.6,15
COC(=O)c1sccc1NC(=O)c1cc(-c2cccc(C)c2)nc2ccccc12,-4,28,-0.9,0,-6,2.2,-11,6.5,36

# Next structures follow.
SMILES,S1P4 antagonist,CHOP inh,TRPML3 ag,NPY-Y1 antag,NPY1 pot ag,TRPN1 ag,NPY2 pot ag,S1P4 ag,EP2 modulator
CN(Cc1ccccc1)C(=O)COC(=O)c1ccccc1NS(=O)(=O)c1cccc(N)c1,6,6,0.0,1,10,2.1,13,0.9,6
Cc1ccc(S(=O)(=O)N2CCN(CC(=O)Nc3ccc(N4CCOCC4)cc3)CC2)cc1C,-7,2,0.5,0,6,0.7,-7,-1.2,0
Cc1cccc(N2CCN(Cc3nc(C4CC4)no3)CC2)n1,-1,-7,0.4,x,0,0.9,-11,-0.7,23
Cc1ccccc1NC(c1cccc(Cl)c1)c1nnnn1C1CCCCC1 (stereo not given),-31,87*,1.2,2,6,1.6,3,1.1,19
Cn1c(SCC(=O)N(Cc2ccccc2)C(C)(C)C)nc2ccccc21,-7,8,0.7,8,-8,0.0,4,-1.4,32
CO/N=C(/CNC(=O)c1ccc(F)cc1)c1ccc(Cl)cc1,2,14,-1.7,7,-5,-2.4,8,0.9,12
O=C(OCC#CCSc1nnc(-c2ccccc2)o1)c1cccs1,-3,6,0.2,8,-25,-0.9,-7,1.8,38
CCC(CO)N=CC1=C(O)C(C(=O)c2ccccc2)CCC1=O (stereo not given),7,39,-0.1,3,12,0.6,8,1.6,32
CC(=O)Nc1nonc1NC(=O)CSc1ccccn1,-5,15,0.4,4,-1,0.7,-6,-0.8,3
CCc1nc2sc3ccccc3c(=O)c2c(=O)n1Cc1ccc(OC)cc1,-19,5,-0.3,x,-30,-1.2,-14,1.3,50
O=C(O)c1cc(N2N=C(C(F)(F)F)/C(=C/C=C/c3ccco3)C2=O)ccc1Cl,-21,24,0.8,11,1,1.8,-6,0.0,-3
O=[N+]([O-])c1ccc(N=Cc2ccc(Br)c([N+](=O)[O-])c2)cc1,-12,-27,0.8,2,2,-0.6,13,-0.3,-18
CCC(C)NC(=O)CCCc1ccccc1 (stereo not given),4,14,0.3,1,12,-0.3,17,-2.4,2
O=c1c2sccc2nc(SCc2cc(=O)n3cc(Cl)ccc3n2)n1Cc1ccccn1,-6,15,0.7,-1,2,0.7,5,1.1,31
COc1cc(OC)c(S(=O)(=O)Nc2ccc(C(=O)N3CCCC3)cc2)cc1NC(C)=O,1,0,1.2,2,3,1.0,4,-1.7,13
COc1ccc(N(CC(=O)NCCC2=CCCCC2)S(=O)(=O)c2ccccc2F)cc1,0,32,-0.8,x,6,-0.9,-15,-0.2,31
CCc1ccc(C(CNC(=O)c2ccc3c(=O)n(-c4ccccc4F)c(=S)[nH]c3c2)N(C)C)cc1 (stereo not given),12,33,1.9,-3,22,0.1,-4,0.9,-27
CN1C(=O)C2(OCC(COc3ccc(Cl)cc3)O2)c2ccccc21 (stereo not given),-11,81*,-0.2,4,-11,1.9,-20,1.1,-14
CC(=O)c1ccc(Cc2ncc(C(F)(F)F)cc2Cl)s1,-44,-15,-0.3,11,-42,-0.1,-6,-0.2,-9
Cc1cc(Nc2nn(C)c(N)c2C#N)ccc1F,-11,0,0.3,-1,1,0.3,3,0.4,-17
COC(=O)NC1(C(F)(F)F)C(=O)NC(C)=C1C(=O)OC (stereo not given),-15,-10,1.0,-2,-5,-1.7,-20,1.5,71*
Nc1ncc([N+](=O)[O-])c(Oc2ccccc2F)n1,-2,21,0.7,x,6,0.0,-5,-0.1,-10
O=C(Cc1ccc(Cl)cc1)NCc1ccccc1Cl,-11,-10,-0.6,2,5,-3.0,-2,2.3,10
Cc1[nH]c2ccccc2c1C(=O)C(=O)NCc1ccco1,4,1,1.1,-3,9,0.5,12,-0.8,-57
COc1ccc(CN(Cc2ccc(C(=O)O)cc2)C(=S)Nc2cccc(C)c2)cc1OC,8,-12,0.3,-4,11,0.0,-18,-1.5,-8

# The list goes on:
SMILES,S1P4 antagonist,CHOP inh,TRPML3 ag,NPY-Y1 antag,NPY1 pot ag,TRPN1 ag,NPY2 pot ag,S1P4 ag,EP2 modulator
Cc1ccc(N2CN(CCc3ccccc3)CNC2=S)cc1,-11,-12,1.0,x,12,-0.9,22,-1.6,-3
O=C(O)CCNC(=O)C12CC3CC(CC(C3)C1)C2,12,-17,0.5,1,0,1.2,1,1.5,10
CN(CCO)CC(O)CN(c1ccccc1)c1ccccc1 (stereo not given),-7,6,-0.4,x,-8,-0.4,17,-0.5,-23
COC(=O)C1=C(O)/C(=C\c2sccc2C)N=C1C,1,9,0.5,-2,0,1.2,7,-1.0,-11
CCC1=NN2C(=N)/C(=C\c3cccn3-c3ccc(OC)cc3)C(=O)N=C2S1,-5,10,-0.9,-1,10,-1.3,14,-1.0,-28
O=C(c1ccccc1)N1CCC(O)(c2cccnc2)CC1,10,0,0.7,-3,11,-0.4,5,-0.4,28

# Filtered by structure, the compounds so far containing a tert-butyl group (two)
SMILES,S1P4 antagonist,CHOP inh,TRPML3 ag,NPY-Y1 antag,NPY1 pot ag,TRPN1 ag,NPY2 pot ag,S1P4 ag,EP2 modulator
CC(C)(C)c1ccc(/C=C/C(=O)Nc2ccncc2)cc1,-28,59,0.9,4,3,0.7,0,-1.6,-86
Cn1c(SCC(=O)N(Cc2ccccc2)C(C)(C)C)nc2ccccc21,-7,8,0.7,8,-8,0.0,4,-1.4,32

# High-throughput results: PubChem, several laboratories
